# BRCA1 expr act: BRCA1 expression activation; MCF7-BRCA1-FFLuc reporter, luminescence, 48 h; response scale: scaled: vehicle 0%, 10 µM genistein 100%; Potency, µM (series often up to 46.1 µM), for the others: at the highest dose activation, usual class: activators; 380,000 compounds, 1.1% hits; AID 624202; active = well fitted activation curve with a large enough effect; inconclusive = small, poorly fitted or top-dose-only effect; inactive = no such curve, though single readings can be large or run the other way; also: nearly all actives have a fitted effect of over 80% in size; some results filed as inactive show a strong effect at the top dose
#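 Activators of BRCA1 expression were detected as increased firefly luciferase luminescence in engineered MCF7 cells after 48 h compound incubation. Signals were scaled to genistein 10 microM as full activation.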
# Starred values were filed as active, the others as inactive; ? = inconclusive; & = joins results of further samples. Potency is read from the fitted curve at half-maximal effect. A portion of the library, so the mix of outcomes need not match the whole.
SMILES,BRCA1 expr act
CCCNC(=O)C1(C)CCN(C(=O)c2ccc3snnc3c2)C1 (stereo not drawn),0%
O=S(=O)(Nc1cc(Br)cc2cccnc12)c1cccc2ccccc12,-13%
CSc1ccc(Cn2c(C)c(C(=O)NCc3cccc(Cl)c3)sc2=O)cc1,-36%
COc1cc2c(NC3CCN(C)CC3)nc(N3CCCN(C)CC3)nc2cc1OCCCCC(N)=O,-2%
O=C(C1CCCCC1)N1CCC2CC1c1cc(-c3ccc4c(c3)OCO4)ccc12 (stereo not drawn),0%
CCOC1CCCc2oc(-c3ccsc3)c(-c3cnc(OC)nc3)c21 (stereo not drawn),-21%
O=C(COC(=O)c1ccc(C(F)(F)F)cc1)NC(=O)C1CCCCC1,0%
CCCCCC(=O)N1C[C@H](O)[C@@H](n2cc(-c3ccc(F)cc3)nn2)C[C@@H]1c1ccccc1,-1%
O=C([C@H]1O[C@@H](n2ccc(=O)[nH]c2=O)[C@H](O)[C@@H]1O)N1CCC(F)(F)CC1,3%
CCC(=O)N1CCCC(C(=O)Nc2ccc3cn[nH]c3c2)CC1 (stereo not drawn),-8%
CCNC(=O)N1C[C@H]2CON(C)[C@H]2C[C@H]1c1ccccc1Br,1%
Cc1ccc2nc(-c3ccc(F)cc3)c(Cc3ccccn3)n2c1,72%
C[C@@H]1CN([C@H](C)CO)C(=O)CCCn2nncc2CO[C@H]1CN(C)Cc1ccccc1C(F)(F)F,-16%
CC(C)[C@@H]1Cc2[nH]c(=S)[nH]c(=O)c2[C@H](CCc2ccccc2)O1,-16%
Cn1c(NCc2ccccc2F)nc2cc(-c3ccccc3)sc2c1=O,-14%
Cc1ccc(Cc2c(C3CCCCC3)nc3cc(C)c(Br)c(C)n23)cc1,10%
CCOC1=C2[C@@H](CN(S(=O)(=O)c3ccc(C)cc3)[C@H]2c2ccccc2Cl)[C@H]2C(=O)N(Cc3ccccc3)C(=O)[C@H]2C1,0%
CN(C)c1ccc(-c2c3ccccc3nc3ccccc23)cc1,8%
CC1(C)OC(=O)C2=C(C[C@@H](C3CC3)O[C@H]2c2ccc(Cl)cc2)O1,15%
CCCCN(C)C(=O)c1ccc(Nc2nc(C(N)Cc3ccc(C(F)(F)F)cc3)cs2)nc1 (stereo not drawn),-35%
O=C(OCc1ccccc1)N1CCC2CC1c1ccc(-c3ccc4c(c3)OCO4)cc12 (stereo not drawn),9%
CN(C)c1ccc(NC(=O)Nc2ccc3c(c2)c(=O)n(C)n3-c2ccccc2)cc1,-34%
Fc1cccc(Cc2c(C3CCCCC3)nc3ccc(Br)cn23)c1,-3%
COc1ccc(F)cc1-c1cc(C(=O)Nc2cccnc2)[nH]n1,?
COc1ccc(C(C)=O)cc1CN1C(=O)C(Cc2ccccc2)ON=C1c1ncccc1C (stereo not drawn),0%
SMILES,BRCA1 expr act
COC(=O)c1ccc(NC(=O)c2nc(SCc3ccccc3F)ncc2Cl)cc1,2%
Cc1ccc([C@H]2N[C@]3(CCCN(Cc4ccc(Cl)cc4)C3=O)[C@H]3C(=O)N(Cc4ccccc4)C(=O)[C@@H]23)cc1,-32%
C[C@@H]1CN([C@H](C)CO)C(=O)CCCn2cc(nn2)CO[C@H]1CN(C)C(=O)Cc1ccccc1,4%
CN(C)c1ccc(C(=N)Cc2ccc3ccccc3n2)cc1,1%
O=C(NCc1ccc(F)cc1)OC1CC2CC1[C@H]1CCCCN1C2=O (stereo partly drawn),1%
Cc1cc(C)cc(CC(=O)N2CCC2(C)C(=O)NS(=O)(=O)c2cccc(OC(F)F)c2)c1 (stereo not drawn),2%
C=C1C(=O)[C@]23C[C@H]1CC[C@H]2[C@]1(C)[C@@H](O)CC[C@@](C)(C(=O)O)[C@H]1C[C@@H]3O,-51%
CN(C)CCCOc1ccc(-c2cccc3nncn23)cn1,7%
COc1cc(NC(=O)Nc2nc(C(N)Cc3ccc(C(F)(F)F)cc3)cs2)cc(OC)c1OC (stereo not drawn),-40%
N#CC1(NC(=O)COC(=O)Cc2c[nH]c3ccccc23)CCCCC1,-73%
CC[N+](C)(C)c1ccc(/C=C/c2ccc3ccccc3n2)cc1,-13%
COc1cc(OC)c(-c2nn3c(-c4n[nH]c5c4CCC5)nnc3s2)cc1OC,-26%&15%
COCCNC(=O)c1ccc(N2CC3CC(C2)c2cccc(=O)n2C3)c(NC(=O)c2ccc(C(C)(C)C)cc2)c1 (stereo not drawn),-9%
COc1ccc(-c2coc3c(C(=O)NCc4cccs4)cccc23)c(C)c1,-57%
COc1ccc(-c2nc3ccc(Br)cn3c2Cc2ccccc2)cc1OC,8%
CC(C)(C)c1ccc(CC(=O)N2CCC2(C)C(=O)Nc2ccc(F)cc2F)cc1 (stereo not drawn),0%
COc1ccc(S(=O)(=O)N(C)C[C@@H]2OCCCC[C@@H](C)Oc3ccc(NS(=O)(=O)c4cccs4)cc3C(=O)N([C@H](C)CO)C[C@@H]2C)cc1,-35%
Cc1cccc(-c2nnc(C(C)Nc3cccc(C(=O)NC4CC4)c3)o2)c1 (stereo not drawn),18%
CCOC(=O)N1CCN(C(=O)C2CCC(=O)N(Cc3ccccc3OC)C2)CC1 (stereo not drawn),-3%
O=C(CC1CCCC1)N1CCN(S(=O)(=O)c2cccc(Br)c2)CC1,2%
COc1ccc(-c2cc(NC=O)c3ncc(-c4ccc(OC)c(OC)c4)n3c2)cc1,-30%
Cc1nn(-c2ccccc2)c(C)c1NC(=O)COc1ccccc1C#N,12%
COc1ccc(C2NC(c3ccc4c(c3)OCO4)=CC(c3ccccc3O)N2)cc1OC (stereo not drawn),-13%
CCCCN(C=O)c1c(CC)nc2c(OCCC3CCCCC3)cccn12,0%
O=C(NC1CCCCC1)C(C1CC1)N1CCc2ccccc2C1 (stereo not drawn),4%
SMILES,BRCA1 expr act
FC(F)(F)c1ccc(-c2cccc3c2C2CC3CCN2C(=S)NCCc2ccccc2)cc1 (stereo not drawn),3%
CCCCN(C=O)c1c(CC)nc2ccc(C(=O)NCCCn3ccnc3)cn12,11%
Cc1ccc(C)c(S(=O)(=O)Nc2ccc(C(=O)NCCCN(C)C)cc2)c1,7%
COc1ccccc1N1CCN(S(=O)(=O)CCNC(=O)COc2ccccc2)CC1,3%
OC(c1ccccc1)c1nc(-c2cccc(C(F)(F)F)c2)cs1 (stereo not drawn),11%
CC(=O)Nc1ccc(NC(=O)c2csc([C@H]3C[C@H](O)[C@@H](CO)O3)n2)cc1,5%
CCCCCCCCCCCCOC(=O)N1CCN(/[N+]([O-])=N/Oc2ccc([N+](=O)[O-])cc2[N+](C)=O)CC1,10%
CCC(=O)[C@@H](C)[C@@H](OC(C)=O)[C@H](C)C[C@@H](C)[C@H]1OC(=O)C[C@@]2(O)CC=C(C)C(O2)C(C)=CCCC[C@H](O[C@H]2C[C@@H](OC(N)=O)[C@H](OC(C)=O)[C@@H](C)O2)C=C[C@H](C)C[C@H]1C,-29%
COCCNc1nc(NCCCN(C)C)c2sccc2n1,25%
CCC(=O)c1ccc(OCC(=O)OCc2csc(CC(=O)Nc3ccccc3C)n2)cc1,-4%
COc1ccc(CN2C(=O)C(CC(=O)NCCCN(C)C)CC(C(=O)N3CCOCC3)=C2C)cc1 (stereo not drawn),5%
CCNC(=O)C1(C)CCCN(C(=O)CCc2cccs2)C1 (stereo not drawn),20%
COc1cc(OC)c(C(=O)c2ccccc2[N+](=O)[O-])c(OC)c1,4%
CCOC(=O)[C@]12CCC=C1N(Cc1cccc3ccccc13)C(=O)[C@H](CC(=O)N1CCSCC1)C2,1%
COc1ccc(S(=O)(=O)N2CCN(c3nc(-c4cccs4)nc4ccccc34)CC2)cc1,-25%&4%
Cn1c(=O)c2cc(NC(=O)CCc3ccc(O)cc3)ccc2n1Cc1cccc(C(F)(F)F)c1,-24%
COc1cc(-c2cnc3c(NC=O)cc(-c4ccc(S(C)(=O)=O)cc4)cn23)cc(OC)c1OC,-52%
CCCCCCN1C[C@@H](n2cc(COC(=O)c3ccccc3)nn2)[C@H](O)C[C@@H]1c1ccc(Cl)cc1,0%
O=C(c1cccnc1)N1CCC2CC1c1c(Cl)cccc12 (stereo not drawn),0%
COc1ccc(CN2CCC[C@]3(N[C@H](c4ccc(C(F)(F)F)cc4)[C@@H]4C(=O)N(C)C(=O)[C@@H]43)C2=O)cc1,-14%
CCc1nc2ccc(C(=O)N(CC)CCN(C)C)cn2c1N(C)C(=O)c1cccc(OC)c1,1%
CC(C)OC(=O)N(C)C[C@H]1OCc2cn(nn2)CCCC(=O)N([C@H](C)CO)C[C@@H]1C,3%
CCN(Cc1cnn(C)c1)C(=O)c1ccc2nc(Cc3ccccc3F)oc2c1,0%
O=C1C(c2ccccc2)=NCCN1C(c1ccc(F)cc1)c1nc2ccccc2[nH]1 (stereo not drawn),-15%
COc1cc(CC(=O)N2CCN(S(=O)(=O)c3ccc(C(C)C)cc3)CC2)cc(OC)c1OC,-27%
SMILES,BRCA1 expr act
CNC(=O)C1(C)Cc2c(-c3ccc(NC(C)=O)cc3)ccnc2O1 (stereo not drawn),2%
c1ccc2c(c1)CN1C(=N2)COc2ccccc2C1c1nc2ccccc2[nH]1 (stereo not drawn),25%
COc1ccc(CCC(=O)OCC(=O)NC2CCCC2)cc1OC,14%
CCOc1ccc2[nH]c(=S)sc2c1,37%
CCCc1c(-c2ccc(F)cc2)ncn1Cc1ccccc1OC,0%
COCOCCn1cc(CN2CCS(=O)(=O)N(Cc3ccc(-c4ccc(C)cc4)cc3)C(C)C2=O)nn1 (stereo not drawn),-43%
CCCCNC(=O)C1(C)CCCCN1C(=O)c1ccc(OC)c(C(F)(F)F)c1 (stereo not drawn),-1%
COc1cc2c(c(OC)c1OC)-c1ccc(NCc3ccccc3)c(=O)cc1C(NC(C)=O)CC2 (stereo not drawn),-58%
Cn1cc(CN2CCC(C(=O)NC(c3ccc(F)cc3)c3ccc4ccccc4n3)CC2)c2ccccc21 (stereo not drawn),-72%
COC(=O)C1(C(=O)OC)CCCCN(S(=O)(=O)c2ccc(C)cc2)CCC1,-1%
CNc1cc[n+](C)c2ccccc12,0%
CCc1nc2ccc(C(=O)NCCOc3ccc(OC)cc3)cn2c1N(C)Cc1nccn1C,30%
COc1ccc(C(C)(NC(C)=O)c2nc(-c3cncnc3)cs2)cc1 (stereo not drawn),8%
COc1ccc(-c2cc(NC(C)=O)c3ncc(-c4ccc(OC)c(OC)c4)n3c2)cc1OC,5%
O=c1ccc2nc3ccccc3sc-2c1,-48%
CC(=O)Nc1cccc(-c2ccnc3c2CC(C(=O)Nc2ccc(Cl)cc2)O3)c1 (stereo not drawn),-28%
NNc1ccc([N+](=O)[O-])c2[nH][nH]c(=O)c12,-11%
Cc1c(C(=O)Nc2nccs2)oc2ccccc12,65%
OC[C@@H]1CN(Cc2ccc(F)cc2)C[C@H](n2cnc3c(N4CCOCC4)ncnc32)O1,9%
COc1ccc(SC2=C[C@@]3(O)CC[C@@H](O)[C@@](Sc4ccc(OC)cc4)(C2=O)[C@H]3O)cc1,-14%
S=C1Nc2ccccc2CS1,7%
COc1ccncc1-c1ccccc1C1=CC(=O)CC(C)(C)C1=O,-1%
CC1(C(=O)NS(=O)(=O)c2ccccc2C(F)(F)F)CCN1C(=O)CCc1ccccc1 (stereo not drawn),1%
CCOc1ccc(-c2cccc(NS(=O)(=O)c3cccc([N+](=O)[O-])c3)c2)nn1,-19%
COc1ccccc1CCNC(=O)CSCC(=O)Nc1ccccc1F,-7%
SMILES,BRCA1 expr act
COc1ccccc1Cc1c(-c2ccc(Cl)cc2)nc2ccc(Cl)cn12,28%
CCOC(=O)Nc1cc(OC)cc2ccc(C)nc12,-5%
COc1cc(/C=c2\[nH]c(=O)/c(=C/c3cc(OC)c(OC)c(OC)c3)[nH]c2=O)cc(OC)c1OC,12%
OCCNc1ncnc2c1ncn2[C@H]1CN(Cc2ccc3c(c2)OCO3)C[C@@H](CO)O1,-6%
CC(C)NC(=O)C1Cc2c(-c3ccc4c(c3)OCO4)ccnc2O1 (stereo not drawn),-4%
CCCCCCCCN1C(=O)[C@H](CC(=O)NCCC(C)C)C[C@@]2(C(=O)OCC)CCCC=C12,-40%
COc1ccc(CNC(=O)C2Cc3c(-c4ccc5c(c4)OCO5)ccnc3O2)cc1OC (stereo not drawn),-23%
COc1ccc(NC(=O)C2Cc3c(-c4ccc(NC(C)=O)cc4)ccnc3O2)cc1 (stereo not drawn),-26%

# Structural class, the compounds so far containing an NH in an aromatic ring
SMILES,BRCA1 expr act
O=C([C@H]1O[C@@H](n2ccc(=O)[nH]c2=O)[C@H](O)[C@@H]1O)N1CCC(F)(F)CC1,3%
CCC(=O)N1CCCC(C(=O)Nc2ccc3cn[nH]c3c2)CC1 (stereo not drawn),-8%
CC(C)[C@@H]1Cc2[nH]c(=S)[nH]c(=O)c2[C@H](CCc2ccccc2)O1,-16%
COc1ccc(F)cc1-c1cc(C(=O)Nc2cccnc2)[nH]n1,?
N#CC1(NC(=O)COC(=O)Cc2c[nH]c3ccccc23)CCCCC1,-73%
COc1cc(OC)c(-c2nn3c(-c4n[nH]c5c4CCC5)nnc3s2)cc1OC,-26%&15%
O=C1C(c2ccccc2)=NCCN1C(c1ccc(F)cc1)c1nc2ccccc2[nH]1 (stereo not drawn),-15%
c1ccc2c(c1)CN1C(=N2)COc2ccccc2C1c1nc2ccccc2[nH]1 (stereo not drawn),25%
CCOc1ccc2[nH]c(=S)sc2c1,37%
NNc1ccc([N+](=O)[O-])c2[nH][nH]c(=O)c12,-11%
COc1cc(/C=c2\[nH]c(=O)/c(=C/c3cc(OC)c(OC)c(OC)c3)[nH]c2=O)cc(OC)c1OC,12%
